Compound activity from PubChem BioAssay.
Exocytosis inh: LAMP-1 surface exposure blockers, TALL-104 cells – cell-based, flow cytometry, MLPCN library, primary screen; actives 0.66% (n = 360,000); TALL-104 LAMP-1 surface exposure; cells stimulated with thapsigargin and PMA; inhibition, % at 10 µM;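 active = inhibition above about 55%, limit read from the data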
N-glyco inh: increase of ERlucT glycosylation luciferase signal, primary screen, N-linked glycosylation inhibitor project, D54 ERlucT cells, luminescence, set 2. AID 588692, 2011. D54 ERlucT glycosylation luciferase reporter, 24 h; percent of 100 nM tunicamycin response. reporter increase, % at 12.5 µM. actives 0.23% (n = 360,000);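 active = mean luciferase reporter signal, scaled so untreated is 0 and the glycosylation-blocking control 100, at or above a set limit in every replicate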;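 also: luciferase carries N-glycosylation sites so blocking glycosylation raises the light; 0% = median of neutral control wells and 100% = median of 100 nM tunicamycin wells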
m5-HT2A agonist: mouse Htr2a agonists via beta-arrestin recruitment, primary screen, cell-based, luminescence; CHO-K1 mHTR2A beta-arrestin complementation; percent of 30 µM serotonin response; activation, % at 7.6 µM; actives 0.66% (n = 360,000); AID 624169, 2012; 5-hydroxytryptamine receptor 2A (Mus musculus), P35363;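 active = activation above a run cutoff, the mean activation of all tested compounds plus 3 SD, cut at about 14% in these data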;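 also: 0% = plate median of compound wells and 100% = 30 µM serotonin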
Target sequence (P35363 whole entry, looked up): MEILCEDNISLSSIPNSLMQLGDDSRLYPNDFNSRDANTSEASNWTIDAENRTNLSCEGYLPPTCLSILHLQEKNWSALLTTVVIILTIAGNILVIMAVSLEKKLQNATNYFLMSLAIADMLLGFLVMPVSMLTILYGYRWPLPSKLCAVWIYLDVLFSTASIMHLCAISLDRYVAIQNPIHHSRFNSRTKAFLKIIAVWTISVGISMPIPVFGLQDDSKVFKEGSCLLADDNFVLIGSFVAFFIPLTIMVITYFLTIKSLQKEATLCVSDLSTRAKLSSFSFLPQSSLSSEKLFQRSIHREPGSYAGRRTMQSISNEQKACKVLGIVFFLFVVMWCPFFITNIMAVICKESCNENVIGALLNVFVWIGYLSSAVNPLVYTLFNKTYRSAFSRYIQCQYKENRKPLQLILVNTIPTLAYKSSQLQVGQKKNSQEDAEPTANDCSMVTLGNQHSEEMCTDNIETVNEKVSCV
PDI turbidity: inhibitors of human PDI, primary screen, biochemical, turbidity, single point, plate reader; Protein disulfide-isomerase (Homo sapiens), P07237; PDI insulin aggregation turbidity, A650, 90 min; inhibition, % at 10 µM; actives 0.052% (n = 350,000);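 active = mean inhibition across replicates of 30% or more, whatever share of single replicates reach that level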;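 also: absorbance from insulin aggregation driven by PDI reduction with DTT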
Target sequence (P07237 whole entry, looked up): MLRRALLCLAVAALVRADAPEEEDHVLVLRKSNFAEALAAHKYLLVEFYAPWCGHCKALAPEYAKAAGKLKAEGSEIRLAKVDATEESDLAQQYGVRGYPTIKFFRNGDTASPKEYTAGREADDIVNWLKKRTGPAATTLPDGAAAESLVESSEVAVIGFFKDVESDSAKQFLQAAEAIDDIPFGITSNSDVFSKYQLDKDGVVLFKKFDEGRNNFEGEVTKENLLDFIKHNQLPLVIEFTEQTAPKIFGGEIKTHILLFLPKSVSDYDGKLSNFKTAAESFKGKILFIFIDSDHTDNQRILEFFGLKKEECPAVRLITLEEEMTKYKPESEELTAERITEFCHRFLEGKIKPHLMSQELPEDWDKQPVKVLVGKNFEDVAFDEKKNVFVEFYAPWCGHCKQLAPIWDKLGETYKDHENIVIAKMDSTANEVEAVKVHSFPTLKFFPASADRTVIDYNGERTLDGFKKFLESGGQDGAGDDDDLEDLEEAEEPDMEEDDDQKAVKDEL
CaV13 ICDI inh: Primary screen for inhibitors of IQ motif and Ca2+-dependent inactivation inhibitor domain binding in CACNA1D, Förster resonance energy transfer in living cells, …; HEK cells, CFP/YFP FRET ICDI-IQ, plate reader, 10 min; percent FRET-ratio fall versus neutral wells; inhibition, % at 12.3 µM; actives 0.098% (n = 340,000); AID 743397;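 active = mean replicate inhibition of at least 30% and at least 1% of replicates passing that level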;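 also: 0% = median of the neutral control wells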
H9c2 protect: cardioprotection against H2O2-induced cell death, primary screen, uHTS, H9c2 cells, ATPLite luminescence. H9c2 cardiomyocytes, H2O2 injury protection, 2 h. protection from H2O2 cell death, % at 20 µM. actives 0.63% (n = 360,000);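 active = compounds giving at least 50% protection of heart cells from peroxide-induced death in the single-dose screen, raw or plate-pattern-corrected value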;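 also: 0% = DMSO wells with peroxide and 100% = DMSO wells without peroxide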
aDG glyco up: activators of alpha-DG glycosylation, primary screen, uHTS, Pro5-aDG cells, AlphaScreen; activation, % at 10 µM; alpha-DG glycosylation AlphaScreen (IIH6); 0% Pro5, 100% B10-LARGE cell signal; actives 0.22% (n = 360,000);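 active = activation of at least 8% versus controls, or a plate z-score of at least 8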;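 also: Pro5 are CHO cells carrying HIG-tagged alpha-DG that lacks glycosylation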
Vif inh: HIV Vif self-association inhibitors, primary screen, imaging, HEK293T, single point; HEK293T cells, Vif self-association by quenched fluorescence, 24 h; inhibition, % at 7.49 µM; actives 0.35% (n = 340,000); AID 602346, 2012; in the data active = inhibition above about 50%, passing the limit was not always enough; also: some results filed as inactive read as strong as hits
ABCB6 inh 2: ABCB6 transporter inhibitors, primary screen, K562-ABCB6 cells, flow cytometry, MLPCN library. fluorescence ratio to DMSO, % at 10 µM. actives 0.19% (n = 360,000). K562-ABCB6 porphyrin accumulation, 1 h; active compounds read low. ATP-binding cassette sub-family B member 6 (Homo sapiens), Q9NP58;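 active = fluorescence ratio to DMSO below 75%, the collection mean minus 3 SD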;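 also: signal is porphyrin accumulated inside mitochondria; 100% equals median channel fluorescence of DMSO control wells; lower ratio means ABCB6 inhibition with less porphyrin fluorescence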
iPSC survival up: enhancers of single-cell hiPSC survival, primary screen, ATPlite luminescence | 100% = ROCK inhibitor wells, 0% = DMSO | survival enhancement, % at 20 µM | actives 0.044% (n = 360,000); in the data active = survival enhancement above about 18%;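 also: cells exposed to compounds for 16 hours before the ATP read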
* marks the source's active call; other numbers are inactive results; / = not tested or not shown; + = active, no number.

SMILES	Exocytosis inh	N-glyco inh	m5-HT2A agonist	PDI turbidity	CaV13 ICDI inh	H9c2 protect	aDG glyco up	Vif inh	ABCB6 inh 2	iPSC survival up
CC(C)CCN(CCC(C)C)CC(O)Cn1c2ccccc2c(=O)c2ccccc21 (stereo not given)	53	-9	-2	-1	+	-11	0.2	0	102	0.3
CCC(=O)N1CCc2cc(S(=O)(=O)N3CCCCC3CC)ccc21 (stereo not given)	-7	-2	7	-6	-2	-3	-0.1	-1	93	-0.1
C[C@H]1NC(=O)[C@@]2(C)[C@H](c3ccccc3)[C@H]3COc4ccccc4[C@@H]3N2C1=O	-3	1	3	-1	-6	1	0.2	0	98	0.0
COc1ccc(C2C(C(=O)c3ccccc3)N3c4ccccc4C=CC3C2[N+](=O)[O-])cc1 (stereo not given)	-1	-1	1	-4	-56	-13	-0.1	0	118	-0.1
C=CCC(=O)N(CC)CC1CCCN(CCc2cccc(F)c2)C1 (stereo not given)	22	0	0	-3	-6	0	0.0	-1	95	-0.3
Cc1ccc(S(=O)(=O)NCC(C)n2nc(C)nc2C)cc1 (stereo not given)	4	3	5	-5	-3	5	0.1	40	96	2.3
COc1cccc2sc(NNC(=O)C3=COCCO3)nc12	-1	1	0	1	-6	1	0.5	4	103	-0.2
O=C(OC1C2CCC1C1CN(CCc3ccccc3)CC12)c1ccccc1 (stereo not given)	6	-2	-7	2	-7	9	0.4	-2	102	0.3
O=C(Nc1c(Br)cc2c(c1Br)Cc1ccccc1-2)C(F)(F)F	-17	0	-4	3	/	-9	0.0	-3	97	-3.8
Cc1cc2nc(-c3ccc[nH]c3=O)[nH]c2cc1C	4	-21	-2	3	-17	-22	0.0	2	91	-0.7
CCOc1ccc(C(C)NC(=O)CN2C(=O)NC3(CCCCC3)C2=O)cc1OCC (stereo not given)	2	1	-1	1	-5	1	0.0	-2	100	0.5
Cc1ccc(S(=O)(=O)N2CCN(C(=O)COC(=O)CCOc3ccccc3)CC2)c(C)c1	-4	4	0	-9	-3	0	0.0	4	95	-0.4
O=C(C1CC(=O)N(C2CCCC2)C1)N1CCN(c2ccccc2F)CC1 (stereo not given)	-6	0	1	1	-7	9	0.0	-3	102	6.5
COc1ccc(S(=O)CC(=O)Nc2ccccc2Cl)cc1 (stereo not given)	0	1	2	1	-2	-5	-0.2	7	96	0.3
Cc1sc(NC(=O)Cc2ccc3c(c2)OCO3)nc1-c1ccc2c(c1)CCN2C(=O)c1ccccc1F	-1	-8	-2	-4	-2	-4	0.0	-20	91	0.6
COc1ccccc1CN1CCC(n2nccc2NC(=O)CCOc2ccccc2)CC1	-3	-3	-4	-2	-3	3	0.0	4	100	-0.6
COC(=O)[C@H](Cc1ccccc1)NC(=O)NCCc1ccccc1F	-8	1	-2	11	-2	-6	0.0	-11	96	-0.6
CN(C)[C@H]1N(C(=O)c2ccc(Br)cc2)N=C2c3ccccc3S(=O)(=O)N21	0	3	6	12	-5	-1	-0.1	1	101	-2.9
O=C(Nc1cccc(Cl)c1)N1CCC(CO)(CCOc2ccccc2)CC1	2	4	0	-19	9	0	0.4	/	98	-1.2
Cn1c(Cl)c(/C=N/OC(=O)c2cccc(Cl)c2)c2ccccc21	1	0	1	5	/	-8	-0.3	7	97	0.1
COc1ccccc1NC(=S)N1CCN(C(=O)c2ccco2)CC1	3	1	4	0	-3	0	-0.1	-1	98	-0.4
CNC(=S)Nc1ccccc1-c1ccccc1	1	0	8	15	-5	2	-0.1	5	86	-0.7
CCC(C(=O)NC1CCCCC1)N(Cc1cccs1)C(=O)c1snc(C(N)=O)c1N (stereo not given)	-2	-3	0	4	3	19	-0.3	0	82	-0.5
O=C(CN1C(=O)NC2(CCCCCC2)C1=O)NCCc1ccc(F)cc1	1	0	11	-5	-2	-6	0.1	-10	96	3.2
Cc1ccc(/C=N/NC(=O)CSc2nnc(-c3ccc(Cl)cc3)n2-c2ccc(Cl)cc2)o1	2	5	13	3	-3	36	0.2	-1	94	-1.3
CCOC(=O)C1=C(C)N=c2s/c(=C/c3ccc(OCC(=O)O)cc3)c(=O)n2C1c1ccc(SC)cc1 (stereo not given)	2	3	-2	7	/	24	-0.2	7	99	1.4
Cc1ccc(CNC(=O)C2CC=CCC2C(=O)O)cc1 (stereo not given)	0	0	-6	0	-13	0	0.1	0	99	-0.1
CCN(CC)C(=O)C1=C(C)N(CCC2=CCCCC2)C(=O)C(CC(=O)NCc2cccc3ccccc23)C1 (stereo not given)	1	-3	1	7	-1	11	0.4	/	101	-1.7
CCCN(CC(=O)Nc1ccccc1C)C(=O)c1ccc2ccccc2n1	-1	2	-6	3	-7	-3	-0.1	-4	92	-0.3
Cc1ccc(C(=O)Nc2ccc3c(c2)OCO3)cc1NC(=O)c1ccco1	-2	-1	2	-11	0	0	0.1	1	97	2.2

Looked up one by one from the entries so far, 2 records:
SMILES	Exocytosis inh	N-glyco inh	m5-HT2A agonist	PDI turbidity	CaV13 ICDI inh	H9c2 protect	aDG glyco up	Vif inh	ABCB6 inh 2	iPSC survival up
O=C(OC1C2CCC1C1CN(CCc3ccccc3)CC12)c1ccccc1 (stereo not given)	6	-2	-7	2	-7	9	0.4	-2	102	0.3
CCOC(=O)C1=C(C)N=c2s/c(=C/c3ccc(OCC(=O)O)cc3)c(=O)n2C1c1ccc(SC)cc1 (stereo not given)	2	3	-2	7	/	24	-0.2	7	99	1.4

(next part)
SMILES	Exocytosis inh	N-glyco inh	m5-HT2A agonist	PDI turbidity	CaV13 ICDI inh	H9c2 protect	aDG glyco up	Vif inh	ABCB6 inh 2	iPSC survival up
Nc1nc(-c2cc(Cl)cc(Cl)c2OC(F)F)cs1	-1	1	-3	-2	-4	-10	-0.1	2	97	-0.5
Clc1cc(Cl)c(Cl)c(Cl)c1Cl	-3	-1	4	/	/	4	0.0	5	103	0.1
O=C1/C(=C/c2cccc(Cl)c2)CSc2sccc21	0	-2	3	8	-4	-4	0.1	5	98	-0.6
CCOC(=O)c1ccc(N=c2sc(C(=O)OC)cc(=O)n2C2CC2)cc1	0	0	3	-2	-5	14	-0.1	7	101	10
CC(C)NC(=O)COC(=O)c1ccccc1C(=O)c1ccccc1	1	-1	5	4	-5	0	-0.2	-1	100	-0.5
CC1CCCCN1Cc1c(C#N)c2ccccc2n1C (stereo not given)	-1	-2	4	5	-5	-1	3.1	-7	98	-1.4
CN(CC(=O)Nc1ccc(F)cc1)C(=O)C1CCN(C(=O)Nc2ccccc2)CC1	10	3	2	-3	-3	0	-0.2	-4	96	-0.1
O=C(CSc1nc(=O)n2ccccc2n1)NCCc1ccccc1	0	-1	-1	0	-13	8	0.1	5	95	-0.1
CC1CC(=O)NN1C(=O)c1ccccc1 (stereo not given)	0	0	3	-4	0	0	0.0	-7	95	0.5
O=C(CSc1nnnn1-c1cccc2ccccc12)N1CCOCC1	-1	-2	-1	-3	-5	2	-0.2	-1	94	0.5
CN(C)c1ccc2c(=O)c3ccccc3oc2n1	1	-11	1	/	-9	-11	-0.3	-1	94	-1.1
CCc1nnc(NC(=O)c2ccc3c(=O)n4c(nc3c2)CCCCC4)s1	-1	2	4	-2	12	2	0.2	0	103	0.1
CC(C)=CCN1CCN(Cc2cnc(N3CCCC3)s2)CC1CCO (stereo not given)	-1	2	1	-1	/	5	0.0	-5	99	0.7
CC(=O)N/C(=C\c1ccccc1)C(=O)N1CCOCC1	-2	0	3	-1	-3	0	0.0	1	99	0.1
CCCC1C(=O)N(c2ccccc2)C1c1ccccc1 (stereo not given)	-2	-6	1	-1	/	-9	-0.1	3	115	-1.1
O=C(c1[nH]ncc1-c1ccc(Cl)cc1)C1CO1 (stereo not given)	-4	20	-5	3	-4	-2	-0.2	/	101	-0.2
O=C(c1cc(-c2ccc(O)cc2)on1)N1CCCC1	7	-14	-4	1	-3	-6	-0.1	5	104	0.1
CCc1nnc(NC(=O)CCC(=O)NCc2ccc(OC)cc2)s1	-5	1	-4	0	-19	21	0.0	-2	90	-0.5
Cc1ccc(CNC(=O)c2sccc2-n2cccc2)cc1	-1	-4	-1	8	/	19	-0.1	-4	98	1.1
C=CCOc1cccc(C(=O)/C=C2/C(=O)Nc3ccccc32)c1	51	20	-1	-4	-2	-19	-0.3	0	100	-0.8
Cc1nnc(SCC(=O)Nc2ccccc2F)n1-c1ccc(F)cc1	-2	0	6	7	-16	-2	0.3	-14	98	-0.1
CCOC(=O)C1=C(N)Oc2cc(O)ccc2C1c1ccc(F)cc1F (stereo not given)	-3	0	-3	11	-2	-10	-0.1	-2	96	0.6
CCOC(=O)[C@]12CCCC=C1N(CCC1=CCCCC1)C(=O)[C@H](CC(=O)NCc1ccc(C)o1)C2	-9	/	1	/	-16	/	0.1	/	/	/
O=S(=O)(/C=C/c1ccccc1)N1CCN(c2cccc(Cl)c2)CC1	-4	-1	2	-15	-4	-10	-0.2	-5	69*	-2.4
COCCNC(=O)Cn1c(=O)n(Cc2ccco2)c(=O)c2ccccc21	4	1	-1	1	-5	3	0.0	-4	97	-3.4
CCN(CC)CCCN(C)C(=O)Cn1nc(Cc2ccncc2)c2ccccc2c1=O	-3	1	-2	0	-5	4	-0.2	1	95	-0.5
Cc1c(C)n(C)c2ccc(C(=O)NCCCN3CCCC3)cc12	-2	-3	-7	3	-2	2	0.2	3	101	0.0
COc1ccc(-c2nnc(SCC(=O)c3ccc[nH]3)o2)cc1	0	-12	-2	-9	-8	-4	-0.1	/	97	-1.2
CCOc1ccc(CCNC(=O)C2CCCN(c3nn4c(=O)cc(C)nc4s3)C2)cc1 (stereo not given)	-2	2	-2	-5	-5	9	0.0	-5	90	5.8
CN1CCN(C(=O)CCN2C(=O)/C(=C/c3cccc(Br)c3)SC2=S)CC1	38	11	-3	-1	-3	-4	0.3	-1	99	-0.2
O=C(NC(=S)Nc1cccc(Cl)c1N1CCOCC1)c1cccs1	2	-2	1	2	-6	16	-0.4	-18	86	-0.9
O=C(CSc1nc(=O)n(CCN2CCOCC2)c2c1CCCC2)Nc1ccc([N+](=O)[O-])cc1	-5	-2	-8	-1	-7	0	0.1	-6	97	-0.2
Cc1ccc(OCc2cccc(S(=O)(=O)N(C)C)c2)c([N+](=O)[O-])n1	-7	0	-1	12	-3	-6	-0.2	0	93	0.8
O=C1CCC/C=C\C[C@@H](CC(=O)N(CCO)Cc2ccccc2)C(=O)N[C@H](Cc2c[nH]c3ccccc23)CO1	0	2	2	24	-2	3	-0.1	3	89	-0.2
